Compound activity: PubChem, several laboratories
Rpn11 block = blocks the human proteasome subunit Rpn11; O00487; human 26S proteasome, Ub4-pepOG fluorescence polarization; 20S core pre-blocked with epoxomicin; calls only at 20 µM; actives 0.59% (n = 360,000);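 active = inhibition at 20 µM, scaled to each plate's controls, above about 33%, limit read from the data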
SUMO1-SIM PPI = alters human SUMO1 binding to SIM partners; P63165; SUMO1 binding to a labelled peptide, TR-FRET, 1 h; inhibition, % at 20 µM; actives 0.33% (n = 360,000); AID 602429; in the data active = inhibition above about 37%
LMPTP inh = blocks human LMPTP phosphatase. AID 651560. recombinant LMPTP-A, OMFP fluorogenic substrate, fluorescence intensity. actives 0.22% (n = 360,000). inhibition, % at 20 µM;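 active = compounds that cut the enzyme signal by at least half of the control window in the single-dose screen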;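 note: plate controls were DMSO wells with enzyme plus substrate for no effect and substrate without enzyme for full effect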
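Test system: LMPTP-A, protein tyrosine phosphatase of low molecular weight; Input: 0.625 nM enzyme; Incubation: 50 min dark incubation at room temperature; Signal: endpoint fluorescence intensity from OMFP dephosphorylation; Read-out basis: % inhibition versus control wells.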
Neddylation inh = cullin neddylation inhibition. actives 0.58% (n = 360,000). calls only at 25 µM. TR-FRET cullin neddylation, biochemical. AID 651699. P61081+Q13564; in the data active = inhibition above about 36%
DNMT1 block = DNMT1 (human) enzyme inhibition; P26358; DNMT1 molecular beacon, Hinp1I cleavage, fluorescence; inhibition (reported as % activation of signal), % at 10 µM; actives 0.83% (n = 360,000); AID 588458; in the data active = inhibition above about 50%
Target sequence (P26358 504-1616 limits assumed): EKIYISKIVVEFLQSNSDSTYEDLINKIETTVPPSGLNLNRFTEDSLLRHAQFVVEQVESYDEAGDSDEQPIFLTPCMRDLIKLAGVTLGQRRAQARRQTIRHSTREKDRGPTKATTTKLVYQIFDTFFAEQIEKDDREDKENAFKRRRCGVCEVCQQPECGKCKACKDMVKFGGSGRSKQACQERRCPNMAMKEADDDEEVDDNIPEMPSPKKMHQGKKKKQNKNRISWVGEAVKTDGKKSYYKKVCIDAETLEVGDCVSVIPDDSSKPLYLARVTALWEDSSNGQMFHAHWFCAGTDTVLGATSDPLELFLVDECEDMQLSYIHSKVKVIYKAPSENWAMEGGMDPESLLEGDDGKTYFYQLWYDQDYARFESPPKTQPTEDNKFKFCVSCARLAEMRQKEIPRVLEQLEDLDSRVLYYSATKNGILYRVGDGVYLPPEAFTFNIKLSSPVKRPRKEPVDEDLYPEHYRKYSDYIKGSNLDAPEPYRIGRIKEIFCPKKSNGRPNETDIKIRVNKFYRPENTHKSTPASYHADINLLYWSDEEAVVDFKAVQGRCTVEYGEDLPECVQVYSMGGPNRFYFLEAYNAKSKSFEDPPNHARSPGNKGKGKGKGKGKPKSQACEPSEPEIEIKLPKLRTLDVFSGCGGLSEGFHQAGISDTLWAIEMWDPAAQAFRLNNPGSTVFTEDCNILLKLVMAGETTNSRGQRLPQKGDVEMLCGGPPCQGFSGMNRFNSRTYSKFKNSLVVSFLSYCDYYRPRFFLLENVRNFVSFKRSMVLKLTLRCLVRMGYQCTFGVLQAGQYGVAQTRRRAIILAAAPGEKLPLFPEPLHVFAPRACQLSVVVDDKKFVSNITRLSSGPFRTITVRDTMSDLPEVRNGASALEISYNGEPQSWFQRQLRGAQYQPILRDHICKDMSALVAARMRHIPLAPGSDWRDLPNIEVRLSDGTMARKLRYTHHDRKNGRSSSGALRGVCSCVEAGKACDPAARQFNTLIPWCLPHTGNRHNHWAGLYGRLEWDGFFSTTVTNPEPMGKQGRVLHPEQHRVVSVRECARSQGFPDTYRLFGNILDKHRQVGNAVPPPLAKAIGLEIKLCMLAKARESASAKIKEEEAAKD
Scp-1 inhibitor = blocks human Scp-1 phosphatase activity; Q9GZU7; Recombinant Scp1, phosphopeptide, malachite green phosphate absorbance; inhibition, % at 20 µM; actives 0.88% (n = 340,000);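 active = inhibition above about 50% at 20 µM, limit read from the data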;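 note: plate controls were DMSO wells with enzyme for no effect and wells lacking enzyme for full effect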
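Assay system: SCP-1 catalytic fragment, aa 76-261 | Buffer or medium: Tris acetate buffer pH 5.5 with MgCl2 and Tween-20 | Compound: One concentration, 20 µM, with 1.0% DMSO | Also added: Phospho 17-mer peptide substrate | Signal: Absorbance at 630 nm | Incubation: 45 min enzyme reaction at room temperature | Measure: % inhibition of SCP-1 phosphate liberation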
NadD inh = blocks S. aureus nicotinate mononucleotide adenylyltransferase. purified NadD enzyme, colorimetric absorbance read-out. inhibition, % at 20 µM. actives 0.78% (n = 360,000); in the data active = inhibition above about 26%; note: some compounds past the cut are filed as inactive
Rin1 Abl inh = inhibitors of human Rin1-Abl protein interaction; P00519+Q13671; TR-FRET Rin1/Abl binding, biochemical; inhibition, % at 7.35 µM; actives 0.4% (n = 360,000); AID 588664; in the data active = inhibition above about 5%, passing the limit was not always enough
STEP block = blocks human striatal-enriched tyrosine phosphatase. actives 0.25% (n = 360,000). AID 588621. P54829. recombinant STEP, OMFP fluorogenic substrate, fluorescence. inhibition, % at 20 µM;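 active = inhibition at 20 µM, scaled per plate between control wells, above about 37%, limit read from the data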;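 note: 0% = DMSO with enzyme and substrate and 100% = substrate only without enzyme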
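System: isolated STEP enzyme; schedule: 20 min enzyme reaction at room temperature, protected from light; medium: Bis-Tris buffer pH 6.0, 2.5 mM DTT, 0.005% Tween 20; signal: fluorescence, 480/540 nm; dosing: single compound dose of 20 µM, 1% DMSO final; also added: OMFP substrate, 25 µM final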
CSN inh = CSN deneddylation inhibition; actives 0.38% (n = 360,000); Purified CSN, SCF-Nedd8-OG deneddylation, fluorescence polarization; Q92905; AID 651999; inhibition, % at 12.5 µM;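 active = pattern-corrected inhibition above about 35%, with an unprinted fluorescence ratio check between 0.5 and 1.5, limit read from the data, passing the limit was not always enough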;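 note: 0% = enzyme with substrate and 100% = substrate without enzyme; some results filed as inactive read as strong as hits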
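Assay system: purified human Csn5 enzyme expressed in HEK293T cells; Input: 0.24 nM Csn5 enzyme, final concentration; Reagent: 10 nM SCFSkp2-Nedd8OG; Compound dosing: 12.5 µM single point; Times: reaction 90 min, room temperature; Technique: fluorescence polarization readout.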
Starred values were filed as active, the others as inactive; i = inactive; x = not tested or not shown.

SMILES | Rpn11 block | SUMO1-SIM PPI | LMPTP inh | Neddylation inh | DNMT1 block | Scp-1 inhibitor | NadD inh | Rin1 Abl inh | STEP block | CSN inh
COc1ccc(C2CC(=O)Oc3c(C(CCN4CCN(c5ccccc5)CC4)c4ccc(N(C)C)cc4)c(OC)cc(OC)c32)cc1 (configuration not stated) | i | -3 | 6.2 | i | -6 | 7 | 19 | 1 | 0 | 3
O=C(Nc1ccc(C(O)c2ccccc2)cc1)[C@@H]1O[C@H](CO)[C@@H](O)[C@H]1O (some centres not stated) | i | -2 | -1.2 | i | 4 | x | -2 | 4 | -2 | -4
Cc1cccc(OCc2n[nH]c(=S)o2)c1C | i | 2 | -1.4 | i | -2 | -6 | -3 | 1 | 0 | 6
CCc1ccccc1NC(=O)C1CCCN1S(=O)(=O)c1ccc2c(c1)n(C)c(=O)c(=O)n2C (configuration not stated) | i | 6 | -1.9 | i | 1 | -7 | 0 | 2 | -1 | 1
Cn1c(=O)c2c(nc(OC3CCCCCC3)n2C)n(C)c1=O | i | 10 | -0.6 | i | 2 | -5 | -1 | 8 | -1 | -7
CCOc1ccc(N2CC(C(=O)OCC(=O)NCc3ccccc3)CC2=O)cc1 (configuration not stated) | i | -3 | 0.2 | i | 6 | -10 | 3 | -1 | 0 | 0
CS(=O)(=O)c1ccccc1C(=O)N1CCN(Cc2ccccc2)CC1 | i | -1 | 0.9 | i | -6 | -4 | -2 | 4 | -1 | -4
COc1ccc2c(c1)c1ncn(CCCN3CCOCC3)c(=O)c1n2C | i | 1 | 0.0 | x | -3 | 1 | -2 | -4 | 16 | 7
COc1cc(OC)cc(C(=O)OCn2nnc3ccccc3c2=O)c1 | i | -8 | -0.1 | i | -2 | -9 | 0 | 1 | 5 | 2
COc1ccc(S(=O)(=O)NCC2CCCN(C(=O)CCC(F)(F)F)C2)cc1 (configuration not stated) | i | 18 | -1.3 | i | 9 | 4 | 3 | 0 | -5 | 1
Cc1ccc(C(=O)CN(C(=O)c2ccc(Cl)cc2)N2C(=O)c3ccccc3C2=O)cc1 | i | -5 | 4.3 | i | -4 | -8 | -14 | 2 | 2 | 0
CC(=O)Nc1ccc(OS(=O)(=O)c2cc(Cl)ccc2C)cc1 | i | 3 | 0.2 | i | -2 | -5 | -12 | 2 | -4 | -2
CCS(=O)(=O)NCCc1cc2c(OC)ccc(OC)c2[nH]c1=O | i | -2 | 1.3 | i | 2 | 6 | -4 | 1 | -2 | -3
CNC(=O)c1ccccc1S(=O)c1ccccc1COC(C)=O (configuration not stated) | i | 3 | -0.5 | i | 0 | -5 | -5 | -2 | 0 | 3
O=C(CCCn1c(SCC(=O)c2ccc(O)c(O)c2)nc2ccccc2c1=O)NCC1CCCO1 (configuration not stated) | i | 6 | 51* | i | 7 | -6 | 10 | 0 | 2 | 1
Cc1nc(NC(=O)c2cccnc2)ccc1Br | i | 3 | -3.1 | i | 1 | -8 | -4 | 2 | -5 | -3
Cc1nc2c(S(=O)(=O)c3ccccc3)cnn2c(C)c1C | i | 8 | -0.6 | x | 1 | -9 | -6 | 0 | -3 | -4
O=c1[nH]c(N/N=C\c2ccc(F)cc2)nc2ccccc12 | i | -2 | 0.1 | i | -1 | -3 | 2 | -4 | 5 | 5
CC(C)(C)c1ccc(C(=O)NCCc2ccccc2)cc1 | i | 0 | 1.2 | i | -2 | -10 | -5 | 0 | 0 | 8
Cc1ccc2cc(CCNC(=O)c3c(-c4ccccc4Cl)noc3C)c(=O)[nH]c2c1 | i | 4 | 0.7 | i | 2 | -13 | 1 | 0 | 1 | -1
c1ccc(-c2cnc(-c3ccccn3)nn2)cc1 | i | -23 | -0.2 | i | 1 | -2 | 4 | 1 | 2 | -1
CC(=O)c1ccc(-n2nncc2C)cc1 | i | -5 | -1.0 | i | -1 | -2 | 3 | 0 | -3 | -2
COc1ccc(C(=O)C2CCCN(C(=O)c3cc4nc(C)cc(C)n4n3)C2)cc1F (configuration not stated) | i | 0 | 0.6 | i | -1 | -3 | -3 | 1 | 8 | 7
CCOC(=O)C1=C(C)NC(C)=C(C(=O)OCC)C1C(=O)OCC(=O)c1ccc2c(c1)OCCO2 | i | 0 | 1.8 | i | -5 | -8 | -8 | -2 | 1 | -2
CN=C(Nc1ccccc1)SC1CC(=O)N(c2cccc(OC)c2)C1=O (configuration not stated) | i | -2 | -0.5 | i | 0 | -4 | 2 | 3 | -1 | -2

Part of the list above, in CSV form.
Compound,Rpn11 block,SUMO1-SIM PPI,LMPTP inh,Neddylation inh,DNMT1 block,Scp-1 inhibitor,NadD inh,Rin1 Abl inh,STEP block,CSN inh
COc1ccc(C2CC(=O)Oc3c(C(CCN4CCN(c5ccccc5)CC4)c4ccc(N(C)C)cc4)c(OC)cc(OC)c32)cc1 (configuration not stated),i,-3,6.2,i,-6,7,19,1,0,3
O=C(Nc1ccc(C(O)c2ccccc2)cc1)[C@@H]1O[C@H](CO)[C@@H](O)[C@H]1O (some centres not stated),i,-2,-1.2,i,4,x,-2,4,-2,-4
Cc1cccc(OCc2n[nH]c(=S)o2)c1C,i,2,-1.4,i,-2,-6,-3,1,0,6
CCc1ccccc1NC(=O)C1CCCN1S(=O)(=O)c1ccc2c(c1)n(C)c(=O)c(=O)n2C (configuration not stated),i,6,-1.9,i,1,-7,0,2,-1,1
Cn1c(=O)c2c(nc(OC3CCCCCC3)n2C)n(C)c1=O,i,10,-0.6,i,2,-5,-1,8,-1,-7
CCOc1ccc(N2CC(C(=O)OCC(=O)NCc3ccccc3)CC2=O)cc1 (configuration not stated),i,-3,0.2,i,6,-10,3,-1,0,0
CS(=O)(=O)c1ccccc1C(=O)N1CCN(Cc2ccccc2)CC1,i,-1,0.9,i,-6,-4,-2,4,-1,-4
COc1ccc2c(c1)c1ncn(CCCN3CCOCC3)c(=O)c1n2C,i,1,0.0,x,-3,1,-2,-4,16,7
COc1cc(OC)cc(C(=O)OCn2nnc3ccccc3c2=O)c1,i,-8,-0.1,i,-2,-9,0,1,5,2
COc1ccc(S(=O)(=O)NCC2CCCN(C(=O)CCC(F)(F)F)C2)cc1 (configuration not stated),i,18,-1.3,i,9,4,3,0,-5,1
Cc1ccc(C(=O)CN(C(=O)c2ccc(Cl)cc2)N2C(=O)c3ccccc3C2=O)cc1,i,-5,4.3,i,-4,-8,-14,2,2,0

Other structures
SMILES | Rpn11 block | SUMO1-SIM PPI | LMPTP inh | Neddylation inh | DNMT1 block | Scp-1 inhibitor | NadD inh | Rin1 Abl inh | STEP block | CSN inh
Cc1nn(-c2ccccc2)c(N)c1C1(O)C(=O)N(C)c2ccccc21 (configuration not stated) | i | -12 | -2.0 | i | 0 | 8 | 0 | -4 | 0 | 0
Cn1c(-c2ccc(F)cc2)cnc1NCc1cccc([N+](=O)[O-])c1 | i | -12 | -1.7 | i | 2 | 0 | -6 | -1 | -3 | 3
O=C(NNC(=O)C1CC=CCC1)c1cccc(Br)c1 (configuration not stated) | i | 2 | -1.5 | i | -1 | -11 | -6 | -1 | 0 | 111
COc1ccccc1COCC(O)CN1CCN(S(=O)(=O)c2cccc(F)c2)CC1 (configuration not stated) | i | 6 | -1.1 | i | -3 | 0 | 1 | 1 | -1 | -1
Cn1c(=O)cc(OCC(=O)N2CCN(c3cccc(C(F)(F)F)c3)CC2)c2ccccc21 | i | -3 | 2.3 | i | -2 | 0 | 0 | 1 | 3 | 1
Cc1csc2nc(CCNS(=O)(=O)c3ccc4c(c3)OCCO4)cn12 | i | 1 | 0.5 | i | -5 | -4 | -2 | -4 | 2 | 0
O=C(NCCn1ccc2ccccc21)c1ccc2c(c1)OCO2 | i | -3 | -0.1 | i | 2 | -11 | -7 | -1 | -1 | 3
COc1ccc(C(=O)NCCCCc2ccccc2)cc1 | i | 7 | -1.1 | i | 2 | -7 | -4 | 0 | 4 | -4
COc1ccccc1C(=O)COC(=O)COc1cccc2c1OC(C)(C)C2 | i | 4 | -1.4 | i | -1 | -10 | -15 | 1 | -2 | 3
O=C1Nc2cc(C(=O)N3CCOCC3)ccc2S/C1=C/c1ccccc1F | i | -24 | -1.9 | i | 1 | x | -2 | -4 | 3 | 0
Cn1c(CCC(=O)OCC(=O)NCc2ccc3c(c2)OCO3)nc(=O)c2ccccc21 | i | -3 | 1.0 | i | 0 | -1 | -3 | 2 | 1 | -2
CC(C(=O)Nc1cccnc1)C1Sc2ccccc2NC1=O (configuration not stated) | i | 1 | -1.6 | i | -4 | -6 | -1 | 2 | 0 | -2
c1ccc(COc2cccc(CN3CCCCC3)c2)cc1 | i | 4 | -1.6 | i | 5 | 1 | -6 | 1 | 2 | 0
COc1ccc(NC(=O)[C@@H]2CC=C[C@@H]3CCN(Cc4ccccc4)C(=O)[C@@H]32)cc1 | i | -1 | 1.0 | i | 12 | 6 | 6 | 4 | -1 | -2
COc1ccc(C(C(=O)NC(C)(C)C)N(C(=O)CNC(=O)c2cccs2)c2ccc(C)cc2)cc1OC (configuration not stated) | i | 6 | 1.6 | i | -5 | -3 | 2 | -1 | -2 | -1
CCN(CC)c1ccc(/C=N/NC(=O)c2nnn(-c3nonc3N)c2-c2ccc(C)cc2)cc1 | i | -8 | 1.3 | x | -14 | -5 | 47* | -2 | 0 | 6
COCCOc1cc(NC(=O)CS(=O)CC(=O)N(C)C)c(Cl)cc1Cl (configuration not stated) | i | -2 | 1.3 | i | 1 | -1 | -5 | 3 | 2 | -7
Cn1c(=O)[nH]c(=O)c2c1nc(NCCCO)n2Cc1ccc(F)cc1 | i | -1 | -0.3 | i | -2 | -8 | 3 | 0 | -2 | 0
CC12CCC(C(=O)N(NC(=O)c3cccnc3)C1=O)C2(C)C (configuration not stated) | i | 0 | -2.4 | i | 2 | -10 | -4 | 3 | -3 | -11
Cc1cccc(NC(=O)c2nc[nH]c2C(=O)N[C@@H](CCCCNC(=O)OC(C)(C)C)C(=O)OC(C)(C)C)c1 | i | 3 | 3.9 | i | -37 | -14 | 7 | 2 | 2 | 1
CCc1ccc(-c2cc(C)no2)cc1S(=O)(=O)NCc1ccco1 | i | 3 | 0.8 | i | 5 | -7 | -5 | 1 | 0 | 5
Cc1ccccc1CCN(C(=O)CN1C(=O)c2ccccc2S1(=O)=O)C(C(=O)NCC1CCCO1)c1ccncc1 (configuration not stated) | i | -3 | -1.1 | i | 2 | 3 | 0 | -5 | 2 | -5
Cc1ccc(-c2nn(C)c(=O)c3ccccc23)cc1CO | i | 6 | 0.1 | i | -1 | 5 | -6 | -3 | 0 | -2
